MC4R antagonist = human MC4R antagonism in cAMP assay | P32245 | MC4R-expressing cells, MTII-stimulated cAMP, LANCE TR-FRET | inhibition, % at 6.5 µM | 0.48% of 360,000 active | AID 540295;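 active means inhibition above its plate's cutoff, the mean of tested wells on that plate plus 3 SD, cut at about 29% in these data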;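 further: 0% = Melanotan II alone and 100% = Melanotan II plus saturating MCL0020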
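Test system: U2OS cells stably expressing human melanocortin 4 receptor (MC4R); also added: Melanotan II challenge; compound: 6.5 µM single dose; timing: 30-min compound preincubation, 1-h Melanotan II challenge, 1-h detection, room temperature; signal: Eu-cAMP/anti-cAMP TR-FRET, emission 671 nm; repeats: one well per compound, no replicates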
ABCB6 inh 2 = inhibitors of human ABC transporter ABCB6; Q9NP58; K562-ABCB6 porphyrin accumulation, flow cytometry, 1 h; stronger effect = lower value; fluorescence ratio to DMSO, % at 10 µM; 0.19% of 360,000 active; AID 602162;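 active means fluorescence ratio to DMSO below 75%, the collection mean minus 3 SD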;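 further: signal is porphyrin accumulated inside mitochondria; 100% equals median channel fluorescence of DMSO control wells; lower ratio means ABCB6 inhibition with less porphyrin fluorescence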
aDG glyco act = alpha-DG glycosylation activation. Pro5-aDG cells, alpha-DG glycosylation AlphaScreen (IIH6); 0% Pro5, 100% B10-LARGE cell signal. activation, % at 10 µM. 0.22% of 360,000 active. AID 624168;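 active means activation of at least 8% versus controls, or a plate z-score of at least 8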;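 further: Pro5 are CHO cells carrying HIG-tagged alpha-DG that lacks glycosylation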
Exocytosis inh = lytic granule exocytosis inhibition; AID 651702; TALL-104 LAMP-1 surface exposure, flow cytometry; cells stimulated with thapsigargin and PMA; 0.66% of 360,000 active; inhibition, % at 10 µM;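 active means inhibition above about 55%, limit read from the data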
MC4R barr agon = agonists of human melanocortin 4 receptor (MC4R) beta-arrestin; 0.98% of 360,000 active; AID 540308; U2OS MC4R beta-arrestin complementation, luminescence; percent of melanotan II response, DMSO zero; activation, % at 8.9 µM; P32245;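 active means activation above a per-plate cutoff, the mean activation of sample wells on that plate plus 3 SD, cut at about 8% in these data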
N-glyco inh = N-linked glycosylation inhibition. reporter increase, % at 12.5 µM. 0.23% of 360,000 active. D54 ERlucT glycosylation luciferase reporter, 24 h; percent of 100 nM tunicamycin response;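 active means mean luciferase reporter signal, scaled so untreated is 0 and the glycosylation-blocking control 100, at or above a set limit in every replicate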;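 further: luciferase carries N-glycosylation sites so blocking glycosylation raises the light; 0% = median of neutral control wells and 100% = median of 100 nM tunicamycin wells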
NOD2 RIPK2 PPI = NOD2-RIPK2 protein interaction inhibition; O43353; CHO BLA complementation NOD2-RIPK2, CCF4 ratio; inhibition, % at 4.98 µM; 0.38% of 360,000 active; in the data active means inhibition above about 21%;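 further: 0% = vehicle only and 100% = reference blocker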
TLR9-MyD88 block = blocks human TLR9 binding to MyD88. CHO BLA complementation TLR9-MyD88, CCF4 FRET ratio. inhibition, % at 4.98 µM. 0.21% of 340,000 active;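 active means inhibition above the mean over all tested compounds plus 3 SD, cut at about 21% in these data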;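 further: 0% = DMSO only wells and 100% = clavulanate BLA inhibitor control wells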
ABHD5 PLIN5 PPI = ABHD5-PLIN5 protein interaction inhibition; inhibition, % at 4 µM; Q00G26+Q8WTS1; AID 602281; 0.78% of 360,000 active; Split G. princeps luciferase complementation, luminescence, 4 h;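 active means inhibition above the mean inhibition across every tested compound plus 3 SD, cut at about 22% in these data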;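 further: 0% = DMSO only wells and the 100% control is not disclosed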
Target sequence (Q00G26 whole entry, looked up): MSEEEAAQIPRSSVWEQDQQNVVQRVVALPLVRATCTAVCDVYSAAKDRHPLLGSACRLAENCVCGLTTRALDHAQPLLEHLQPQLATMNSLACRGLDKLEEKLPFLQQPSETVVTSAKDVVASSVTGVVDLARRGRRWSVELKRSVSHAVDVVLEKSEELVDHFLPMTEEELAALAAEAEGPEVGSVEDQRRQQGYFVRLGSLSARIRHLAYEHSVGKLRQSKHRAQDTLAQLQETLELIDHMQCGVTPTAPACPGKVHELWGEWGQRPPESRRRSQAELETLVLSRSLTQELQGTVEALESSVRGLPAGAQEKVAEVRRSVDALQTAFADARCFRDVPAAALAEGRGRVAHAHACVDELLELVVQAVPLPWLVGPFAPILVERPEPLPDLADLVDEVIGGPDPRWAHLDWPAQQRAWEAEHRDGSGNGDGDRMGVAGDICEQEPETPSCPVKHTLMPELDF
Target sequence (Q8WTS1 whole entry, looked up): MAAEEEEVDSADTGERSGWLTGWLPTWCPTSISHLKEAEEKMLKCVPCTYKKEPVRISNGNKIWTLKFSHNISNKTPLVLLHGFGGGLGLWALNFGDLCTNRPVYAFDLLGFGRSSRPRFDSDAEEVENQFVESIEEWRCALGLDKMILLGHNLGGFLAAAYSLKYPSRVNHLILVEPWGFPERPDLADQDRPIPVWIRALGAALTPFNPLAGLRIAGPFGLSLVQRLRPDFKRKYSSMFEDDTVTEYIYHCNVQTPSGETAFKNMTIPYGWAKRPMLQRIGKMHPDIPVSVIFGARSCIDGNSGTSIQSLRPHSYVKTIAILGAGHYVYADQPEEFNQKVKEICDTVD
Vif inh = blocks HIV Vif function; HEK293T cells, Vif self-association by quenched fluorescence, imaging, 24 h; inhibition, % at 7.49 µM; 0.35% of 340,000 active; in the data active means inhibition above about 50%, passing the limit was not always enough; further: some results filed as inactive read as strong as hits
Starred values were filed as active, the others as inactive; . = not tested or not shown. This is a subset, so the mix of outcomes need not match the whole.

(1) O=Nc1c(O)n(Cc2ccccc2)c2ccccc12
(2) COc1ccc(S(=O)(=O)N2CCC(C(=O)NCCC(=O)NCc3ccncc3)CC2)cc1
(3) COc1cccc(/C=N/NC(=O)c2ccc(OCc3cccc(Br)c3)cc2)c1
(4) COc1ccc(O)c(C2=Nc3ccccc3N=C(c3ccccc3)C2)c1
(5) COc1ccc(Cn2ccnc2CO)cc1[N+](=O)[O-]
(6) CNC(=S)NNC(=O)CNc1ccc(C)c(Cl)c1
(7) CCCC(C(=O)NC1CCCCC1)N(CC1CCCO1)C(=O)CNS(=O)(=O)c1ccc(F)cc1 (configuration not stated)
(8) CCOC(=O)COn1c(=O)c(C)[n+]([O-])c2ccccc21
(9) O=C(CCNS(=O)(=O)c1ccc(Cl)cc1)N1CCC2(O)CCCCC2C1 (configuration not stated)
(10) COc1ccc(-c2noc(-c3csc([C@@H]4C[C@H](O)[C@@H](CO)O4)n3)n2)cc1OC
assay / compound	1	2	3	4	5	6	7	8	9	10
aDG glyco act	0.0	0.9	4.3	-0.1	-0.6	0.8	0.3	0.3	-0.4	0.9
TLR9-MyD88 block	9	-1	-5	2	8	3	-1	-2	-4	.
MC4R barr agon	1.4	-2.1	0.1	-4.5	-0.6	-2.6	-1.7	-0.5	-0.1	-0.9
MC4R antagonist	7	7	4	6	-1	-3	16	3	-2	-1
ABCB6 inh 2	96	105	93	97	93	103	98	108	100	98
Vif inh	-9	9	-3	2	5	2	-2	5	13	.
NOD2 RIPK2 PPI	2	3	-2	-3	5	0	-9	3	-11	6
Exocytosis inh	-4	-12	-2	2	1	-1	4	0	0	3
ABHD5 PLIN5 PPI	-8	3	1	-7	1	2	2	9	0	9
N-glyco inh	-5	0	0	-4	3	2	-2	1	2	4

(11) CC(NC(=O)CCn1ccc2cc(S(=O)(=O)N3CCCC3)ccc21)c1ccccc1 (configuration not stated)
(12) O=S(=O)(Nc1ccc(-c2cn3c(n2)SCC3)cc1)c1cc(F)ccc1F
(13) Cc1nnc(SCC(=O)Nc2cc(S(=O)(=O)N3CCOCC3)ccc2C)s1
(14) FC(F)(F)c1cnc(NNC(=S)Nc2cccnc2)c(Cl)c1
(15) CCN(CC)S(=O)(=O)c1cccc(-c2n[nH]c(=S)n2/N=C/c2ccc(OC(F)F)cc2)c1
(16) Cc1nnsc1C(=O)Nc1ccc(S(=O)(=O)N2CCC(C)CC2)cc1
(17) CC(CCc1ccccc1)NC(=O)C(=O)c1c[nH]c2ccccc12 (configuration not stated)
(18) Cc1cccc(OCCSc2nc3ccccc3n2CC(=O)O)c1
(19) CN(C(=O)CSc1nnc(-c2ccncc2)n1-c1ccccc1)C1CCS(=O)(=O)C1 (configuration not stated)
(20) CCCCC(C(=O)N/N=C/c1ccccn1)C(=O)N/N=C/c1ccccn1
assay / compound	11	12	13	14	15	16	17	18	19	20
aDG glyco act	1.6	0.0	-0.1	2.0	-0.1	0.5	-0.2	0.3	0.0	-0.1
TLR9-MyD88 block	-3	0	-5	-3	-2	1	15	0	2	6
MC4R barr agon	-2.6	-0.8	-2.5	-3.1	-1.4	0.3	3.2	-1.9	-1.1	-1.3
MC4R antagonist	10	0	-1	-5	6	-6	3	5	16	-3
ABCB6 inh 2	106	101	100	96	91	101	103	105	96	100
Vif inh	-1	.	5	9	-6	-4	-24	-2	0	-5
NOD2 RIPK2 PPI	4	-8	-10	2	-1	1	-2	-3	3	-13
Exocytosis inh	26	-5	17	-1	1	-2	4	-8	-1	8
ABHD5 PLIN5 PPI	1	-4	-11	-7	-4	-8	-12	-4	0	-3
N-glyco inh	0	-1	2	3	3	-3	3	2	1	1

(21) Cc1ccc(-c2nnc(-c3ccccc3)c(N3CCOCC3)n2)cc1
(22) COc1ccc(/C=C/C(=O)NCCN2CCOCC2)cc1OC
(23) CCOC(=O)C(Nc1ccc2ccccc2c1)C(=O)OCC
(24) CC1(C)OC(=O)C2=C(C[C@@H](C3CC3)O[C@@H]2C2CC2)O1
(25) CCOc1ncccc1C(=O)N(CC)CC(=O)NCc1ccc(Cl)cc1
(26) O=C(NCC1CCCO1)c1cccc(NC(=O)c2cccs2)c1 (configuration not stated)
(27) C[C@@H]1CN([C@@H](C)CO)S(=O)(=O)c2ccc(C#CC3CCCCC3)cc2O[C@@H]1CN(C)Cc1cccnc1
(28) Cc1nn(C)cc1/C=N\NC(=O)Cc1ccc([N+](=O)[O-])cc1
(29) O=C1CCCC(O)=C1N=Nc1ccc(S(=O)(=O)N2CCOCC2)cc1
(30) COc1ccc(Cc2cc(-c3ccc(F)cc3)n[nH]c2=O)cc1
assay / compound	21	22	23	24	25	26	27	28	29	30
aDG glyco act	0.0	0.3	1.7	-0.1	-0.1	0.0	0.2	-0.1	0.3	-0.1
TLR9-MyD88 block	7	-2	-4	.	10	3	-5	-7	-4	.
MC4R barr agon	0.7	-1.4	-1.4	.	-0.9	-3.2	0.1	1.2	-3.1	-0.3
MC4R antagonist	14	11	-7	.	-3	-7	8	11	6	9
ABCB6 inh 2	105	104	104	106	91	95	94	101	97	96
Vif inh	-4	12	-1	.	16	16	2	4	-4	-2
NOD2 RIPK2 PPI	4	1	-4	-7	-17	-7	1	1	-4	-7
Exocytosis inh	0	-20	24	1	17	-1	13	8	2	3
ABHD5 PLIN5 PPI	-4	-5	-8	-1	2	-2	2	2	-1	-6
N-glyco inh	-3	-1	11	.	0	2	-11	1	7	0

(31) Cn1c(CN2CCCCC2)nc2cc(NC(=O)c3ccc(F)cc3)ccc21
(32) C=CCN1C(=O)/C(=C\c2ccco2)C(C(=O)OC)=C1C
(33) Cn1c(SCCOc2ccccc2F)nc2ccccc2c1=O
(34) COc1ccc(-n2c(=O)c3c4c(sc3n3c(=S)[nH]nc23)CCC4)cc1
(35) CNS(=O)(=O)c1cc(NC(=O)CCCNC(=O)c2ccc(Cl)cc2)ccc1C
(36) COc1ccc(S(=O)(=O)Nc2nc(C(F)(F)F)cs2)cc1
(37) CCOc1ccccc1NC(=O)CSc1nc2cc(O)ccc2c(=O)n1-c1ccc(OC)c(OC)c1
(38) CCN(CC(=O)NCCN1CCOCC1)S(=O)(=O)c1ccc(F)cc1
(39) CN1CCN(C(=O)N2CCNC2=O)CC1
(40) COC(=O)C1=CN(Cc2ccc(OC)cc2)C=C(C(=O)OC)C1c1cccs1
assay / compound	31	32	33	34	35	36	37	38	39	40
aDG glyco act	0.5	-0.3	0.7	-0.2	0.0	0.1	0.1	-0.1	0.3	1.0
TLR9-MyD88 block	-9	5	-4	-2	-1	-13	12	4	-1	-7
MC4R barr agon	0.4	-0.9	-1.3	-4.4	-0.3	-0.5	-0.9	-0.1	-1.5	-2.6
MC4R antagonist	3	-5	1	2	-3	-1	12	17	7	1
ABCB6 inh 2	101	104	100	100	99	106	90	104	92	102
Vif inh	-19	-2	-2	-6	21	-6	-13	-10	-1	-4
NOD2 RIPK2 PPI	-4	-4	1	-4	-4	2	-5	5	1	-8
Exocytosis inh	-5	0	12	-1	1	1	2	-13	-9	0
ABHD5 PLIN5 PPI	3	-1	-6	-6	3	-6	1	-5	-2	2
N-glyco inh	-5	0	-4	-1	0	1	-4	1	-1	-3

(41) COc1ccccc1NC(=O)CC1Nc2ccccc2NC1=O (configuration not stated)
(42) O=C(CN1CCOCC1)NNc1nc(-c2ccccc2)c2cc(Br)ccc2n1
(43) O=C(CN(C(=O)CNS(=O)(=O)c1ccc(F)cc1)C1CCCC1)NCc1ccco1
(44) Cc1cccc(CNc2ncnc3[nH]ncc23)c1
(45) CCCC(C(=O)NC1CCCC1)N(CC1CCCO1)C(=O)CNS(=O)(=O)c1ccccc1 (configuration not stated)
(46) CC1CCCN(S(=O)(=O)c2ccc(C(=O)Nc3nnc(-c4ccco4)o3)cc2)C1 (configuration not stated)
(47) COc1nc(N(CC(N)=O)S(=O)(=O)c2ccccc2)nc(C)c1Cl
(48) CCCCn1c(N)c(N(C(=O)CSc2nnnn2-c2ccccc2)C2CCCC2)c(=O)[nH]c1=O
(49) CCN(CC(=O)Nc1cc(Cl)ccc1C)C(=O)CC1CCCC1
(50) Cc1ccc2nc(C3CCCCC3)c(CC(C)(C)C)n2c1
assay / compound	41	42	43	44	45	46	47	48	49	50
aDG glyco act	0.0	-0.3	-0.1	0.4	0.0	0.5	-0.1	0.0	0.3	0.0
TLR9-MyD88 block	-2	-2	6	-7	7	-4	1	-21	-3	.
MC4R barr agon	-1.0	-1.6	1.3	-2.5	0.3	-1.6	-2.3	-0.9	0.8	.
MC4R antagonist	9	0	21	4	5	7	6	10	2	.
ABCB6 inh 2	129	90	96	99	92	105	87	103	102	105
Vif inh	-10	-8	14	8	-10	-2	-4	18	9	.
NOD2 RIPK2 PPI	3	-1	-7	5	-9	0	-12	-4	-2	0
Exocytosis inh	5	-2	-1	9	2	9	-1	2	0	9
ABHD5 PLIN5 PPI	-1	20	11	-5	-9	-5	4	6	-7	0
N-glyco inh	14	0	-1	-3	1	6	3	1	-1	-4

Entries 42 through 49 of the list above:
(42) O=C(CN1CCOCC1)NNc1nc(-c2ccccc2)c2cc(Br)ccc2n1
(43) O=C(CN(C(=O)CNS(=O)(=O)c1ccc(F)cc1)C1CCCC1)NCc1ccco1
(44) Cc1cccc(CNc2ncnc3[nH]ncc23)c1
(45) CCCC(C(=O)NC1CCCC1)N(CC1CCCO1)C(=O)CNS(=O)(=O)c1ccccc1 (configuration not stated)
(46) CC1CCCN(S(=O)(=O)c2ccc(C(=O)Nc3nnc(-c4ccco4)o3)cc2)C1 (configuration not stated)
(47) COc1nc(N(CC(N)=O)S(=O)(=O)c2ccccc2)nc(C)c1Cl
(48) CCCCn1c(N)c(N(C(=O)CSc2nnnn2-c2ccccc2)C2CCCC2)c(=O)[nH]c1=O
(49) CCN(CC(=O)Nc1cc(Cl)ccc1C)C(=O)CC1CCCC1
assay / compound	42	43	44	45	46	47	48	49
aDG glyco act	-0.3	-0.1	0.4	0.0	0.5	-0.1	0.0	0.3
TLR9-MyD88 block	-2	6	-7	7	-4	1	-21	-3
MC4R barr agon	-1.6	1.3	-2.5	0.3	-1.6	-2.3	-0.9	0.8
MC4R antagonist	0	21	4	5	7	6	10	2
ABCB6 inh 2	90	96	99	92	105	87	103	102
Vif inh	-8	14	8	-10	-2	-4	18	9
NOD2 RIPK2 PPI	-1	-7	5	-9	0	-12	-4	-2
Exocytosis inh	-2	-1	9	2	9	-1	2	0
ABHD5 PLIN5 PPI	20	11	-5	-9	-5	4	6	-7
N-glyco inh	0	-1	-3	1	6	3	1	-1

Next part
(51) CC(C(=O)NCC(=O)Nc1ccc(F)c(F)c1F)N1CCN(Cc2ccc(C#N)cc2)CC1 (configuration not stated)
(52) Cc1cc(S(=O)(=O)N(Cc2cccs2)Cc2ccccc2F)ccc1-n1cnnn1
(53) OC[C@@H]1CN(Cc2ccc(Cl)cc2)C[C@H](n2cnc3c(N4CCOCC4)ncnc32)O1
(54) COC(=O)c1sccc1NC(=O)CSc1ccccc1N
assay / compound	51	52	53	54
aDG glyco act	0.0	-0.4	-0.1	-0.1
TLR9-MyD88 block	-3	0	.	-8
MC4R barr agon	-1.8	-1.6	-0.4	-3.2
MC4R antagonist	9	6	5	-2
ABCB6 inh 2	97	97	94	104
Vif inh	15	-10	.	3
NOD2 RIPK2 PPI	8	1	-4	-4
Exocytosis inh	9	-11	-9	-9
ABHD5 PLIN5 PPI	5	4	13	0
N-glyco inh	-3	-2	2	1
